# Exocytosis inh: lytic granule exocytosis inhibition. TALL-104 LAMP-1 surface exposure, flow cytometry; cells stimulated with thapsigargin and PMA. AID 651702. 0.66% of 360,000 active. inhibition, % at 10 µM;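 active means inhibition above about 55%, limit read from the data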
# N-glyco inh: N-linked glycosylation inhibition | D54 ERlucT glycosylation luciferase reporter, 24 h; percent of 100 nM tunicamycin response | reporter increase, % at 12.5 µM | 0.23% of 360,000 active;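 active means mean luciferase reporter signal, scaled so untreated is 0 and the glycosylation-blocking control 100, at or above a set limit in every replicate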;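 further: luciferase carries N-glycosylation sites so blocking glycosylation raises the light; 0% = median of neutral control wells and 100% = median of 100 nM tunicamycin wells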
# MC4R ag barr: agonists of human melanocortin 4 receptor (MC4R) beta-arrestin; P32245; U2OS MC4R beta-arrestin complementation, luminescence; percent of melanotan II response, DMSO zero; activation, % at 8.9 µM; 0.98% of 360,000 active;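 active means activation above a per-plate cutoff, the mean activation of sample wells on that plate plus 3 SD, cut at about 8% in these data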
# Target sequence (P32245 whole entry, looked up): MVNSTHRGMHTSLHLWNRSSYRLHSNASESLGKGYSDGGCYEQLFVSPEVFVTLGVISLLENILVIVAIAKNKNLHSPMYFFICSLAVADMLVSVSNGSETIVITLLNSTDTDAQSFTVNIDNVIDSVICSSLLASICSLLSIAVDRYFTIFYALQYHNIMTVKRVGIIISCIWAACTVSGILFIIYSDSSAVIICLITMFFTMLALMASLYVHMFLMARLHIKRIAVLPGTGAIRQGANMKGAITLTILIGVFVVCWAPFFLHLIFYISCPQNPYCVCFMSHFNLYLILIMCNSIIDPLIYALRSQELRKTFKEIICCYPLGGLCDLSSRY
# ABHD5-PLIN5 inh: blocks binding of human ABHD5 to perilipin-5. Q00G26+Q8WTS1. Split G. princeps luciferase complementation, luminescence, 4 h. inhibition, % at 4 µM. 0.78% of 360,000 active. AID 602281;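 active means inhibition above the mean inhibition across every tested compound plus 3 SD, cut at about 22% in these data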;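 further: 0% = DMSO only wells and the 100% control is not disclosed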
# PDI inh: PDI (human) enzyme inhibition | PDI insulin aggregation turbidity, A650, 90 min | inhibition, % at 10 µM | 0.052% of 350,000 active | AID 588391;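 active means mean inhibition across replicates of 30% or more, whatever share of single replicates reach that level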;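 further: absorbance from insulin aggregation driven by PDI reduction with DTT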
# Target sequence (P07237 whole entry, looked up): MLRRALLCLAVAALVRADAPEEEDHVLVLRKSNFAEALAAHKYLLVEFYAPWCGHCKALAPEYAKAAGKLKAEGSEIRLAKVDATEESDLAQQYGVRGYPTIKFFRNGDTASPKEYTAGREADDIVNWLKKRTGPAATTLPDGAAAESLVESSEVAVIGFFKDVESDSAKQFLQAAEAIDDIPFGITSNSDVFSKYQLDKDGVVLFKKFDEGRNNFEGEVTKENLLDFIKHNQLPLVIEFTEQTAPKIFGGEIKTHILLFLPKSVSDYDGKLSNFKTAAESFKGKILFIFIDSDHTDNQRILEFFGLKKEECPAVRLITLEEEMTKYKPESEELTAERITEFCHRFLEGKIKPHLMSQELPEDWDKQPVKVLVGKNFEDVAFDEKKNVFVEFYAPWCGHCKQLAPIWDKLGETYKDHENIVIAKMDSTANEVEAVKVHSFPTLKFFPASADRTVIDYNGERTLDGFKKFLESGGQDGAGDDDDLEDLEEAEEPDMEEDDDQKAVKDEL
# MC4R antag cAMP: human MC4R antagonism in cAMP assay; P32245; 0.48% of 360,000 active; MC4R-expressing cells, MTII-stimulated cAMP, LANCE TR-FRET; inhibition, % at 6.5 µM;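 active means inhibition above its plate's cutoff, the mean of tested wells on that plate plus 3 SD, cut at about 29% in these data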;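 further: 0% = Melanotan II alone and 100% = Melanotan II plus saturating MCL0020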
#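 Material – human MC4R-expressing U2OS cells · Repeats – no replicates · Detection – TR-FRET with Eu-cAMP and labeled anti-cAMP, 671 nm · Times – compound 30 min, challenge 1 h, detection 1 h · Compound – single nominal compound dose of 6.5 µM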
# ABCB6 inh 2: inhibitors of human ABC transporter ABCB6. 0.19% of 360,000 active. fluorescence ratio to DMSO, % at 10 µM. K562-ABCB6 porphyrin accumulation, flow cytometry, 1 h; hits give low values. AID 602162. Q9NP58;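 active means fluorescence ratio to DMSO below 75%, the collection mean minus 3 SD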;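 further: signal is porphyrin accumulated inside mitochondria; 100% equals median channel fluorescence of DMSO control wells; lower ratio means ABCB6 inhibition with less porphyrin fluorescence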
# m5-HT2A agonist: agonists of mouse serotonin 5-HT2A receptor (HTR2A); P35363; CHO-K1 mHTR2A beta-arrestin complementation, luminescence; percent of 30 µM serotonin response; activation, % at 7.6 µM; 0.66% of 360,000 active;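 active means activation above a run cutoff, the mean activation of all tested compounds plus 3 SD, cut at about 14% in these data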;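 further: 0% = plate median of compound wells and 100% = 30 µM serotonin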
# H9c2 protect: protects H9c2 cardiomyocytes from peroxide injury; 0.63% of 360,000 active; protection from H2O2 cell death, % at 20 µM; AID 588492; H2O2 injury protection, ATPLite, 2 h;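 active means compounds giving at least 50% protection of heart cells from peroxide-induced death in the single-dose screen, raw or plate-pattern-corrected value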;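 further: 0% = DMSO wells with peroxide and 100% = DMSO wells without peroxide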
# CaV13 ICDI inh: Primary screen for inhibitors of IQ motif and Ca2+-dependent inactivation inhibitor domain binding in CACNA1D, Förster resonance energy transfer in living cells, …; HEK cells, CFP/YFP FRET ICDI-IQ, plate reader, 10 min; percent FRET-ratio fall versus neutral wells; inhibition, % at 12.3 µM; 0.098% of 340,000 active;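 active means mean replicate inhibition of at least 30% and at least 1% of replicates passing that level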;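 further: 0% = median of the neutral control wells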
# The depositor's hits bear a star; / = not tested or not shown.
cpd	SMILES	Exocytosis inh	N-glyco inh	MC4R ag barr	ABHD5-PLIN5 inh	PDI inh	MC4R antag cAMP	ABCB6 inh 2	m5-HT2A agonist	H9c2 protect	CaV13 ICDI inh
1	COc1ccc(-c2cc3c(c4c2ccn4C)C2CCC3O2)cn1 (centres undefined)	-5	1	/	-4	/	/	98	-1	0	-6
2	CCc1nnc(NC(=O)c2ccc(C)o2)s1	5	-1	-2.7	7	-11	4	101	14	6	-5
3	COc1ccc(O)c(C(=O)CC(=O)c2ccc(F)cc2)c1	-3	-17	6.8	-7	-8	-2	101	-5	-17	-7
4	CCOc1ccc(NS(=O)(=O)c2cc(C(=O)N3CC(C)OC(C)C3)ccc2C)cc1 (centres undefined)	17	3	-1.5	-5	-3	4	99	7	-2	-2
5	CC(C)(C)OC(=O)N(CCc1ccccc1)Cc1cccc(OCc2cccc(NC(=O)c3ccccc3)c2)c1	-6	-7	1.5	-4	-6	-2	86	-7	2	-4
6	CCCN1CCN(CCCNC(=O)Cn2cc3c(n2)CCCC3)CC1	-3	0	-0.9	-6	/	0	105	-2	1	-2
7	CCN(C[C@H]1N[C@@](Cc2ccccc2)(C(=O)OC)[C@H]2C(=O)N(Cc3ccccc3)C(=O)[C@@H]12)S(=O)(=O)c1ccc(C)cc1	5	-5	1.6	4	2	7	98	5	11	-3
8	CC(C)c1cccc(C(C)C)c1OC(=O)NC(=O)c1c(F)cccc1F	-3	-5	2.1	-10	2	14	100	-4	-4	/
9	COC(=O)C1=CN(c2ccc(OC)cc2)C=C(C(=O)OC)C1c1cccc(F)c1	8	-4	0.4	4	10	-1	97	-3	3	-3
10	NC1=NC(=O)/C(=C/c2cn(Cc3ccccc3)c3ccccc23)S1	-2	3	11*	0	-4	5	92	-4	-12	-3
11	CNc1c(N)c(=O)oc2ccccc12	-1	-1	-3.5	-2	11	21	99	-3	-4	-5
12	CCOc1ccc(S(=O)(=O)Nc2cccc(C(=O)N(C)CC(=O)Nc3ccc(OC)cc3)c2)cc1	-4	-1	-1.4	-3	0	0	97	3	-12	-6
13	CC(/C=C1\SC(=Nc2cccnc2)NC1=O)=C\c1ccccc1	57*	7	-1.3	5	9	-10	102	9	10	-5
14	CC(Oc1ccc2oc(-c3ccccc3)c(C(=O)O)c2c1)C(=O)O (centres undefined)	-1	0	-1.8	2	1	-1	101	2	9	-6
15	CCN(Cc1nc2ccccc2n1C)c1ccccc1	1	0	-1.1	0	4	-6	96	0	-2	-3
16	CCN(CC)CC#CC(C)(C)OC(C)=O	2	2	1.2	2	-6	-2	105	1	2	-9
17	CCOC(=O)C1CCN(C(=O)c2cccc(S(=O)(=O)N3CCc4ccccc43)c2)CC1	-4	-1	-2.8	13	22	8	94	9	3	-5
18	CCOc1ccc(C(=O)NCC2CCN(CC3CCCCC3)CC2)cc1	21	-2	2.7	3	6	-1	101	-6	5	-12
19	CCc1ccc(CN2CCC(n3nccc3NC(=O)Cc3ccccc3)CC2)o1	-4	-2	0.1	0	0	6	101	-9	1	/
20	CC(C)(C)C(=O)NN=C1CCC(c2ccccc2)CC1 (centres undefined)	-1	-1	-3.4	-6	-7	13	89	-1	5	-7
21	CC(C)c1ccc(NC(=O)c2ccc3c(c2)CCN3S(C)(=O)=O)cc1	22	-7	1.0	-9	1	19	93	-1	1	-4
22	COc1ccc(C(=O)c2c(C)c(CCC#N)n3ccccc23)c(OC)c1	5	2	-1.6	-6	6	-1	76	-7	0	-3
23	Cc1ccc(-n2ncc3c2CC(C)(C)CC3NC(=O)CCc2ccncc2)cc1 (centres undefined)	-4	0	-3.6	-3	10	-1	94	0	1	-2
24	Cc1cnc(CNC(=O)c2ccc3nc([C@@H]4O[C@H](CO)[C@H](O)[C@H](O)[C@H]4O)[nH]c3c2)cn1	13	0	-0.7	-4	-2	19	100	1	4	-5
25	O=C(NCc1cccnc1)c1ccccc1[N+](=O)[O-]	-8	2	1.1	-3	1	3	114	-2	23	-1
26	CCOC(=O)c1c(NC(=O)CN2CCN(C(=O)c3ccco3)CC2)sc2c1CCCC2	2	2	1.2	2	10	0	95	-2	-2	-8
27	COc1ccc(C(C(=O)NC2CCCCC2)n2c(=O)c(-c3ccco3)nc3ccccc32)cc1 (centres undefined)	-2	/	/	66*	/	/	/	0	/	-9
28	O=C(Nc1ccccc1)c1cc2ccccc2s1	-1	-9	1.8	7	5	9	95	-9	-16	-9
29	CCCc1cc(C(=O)OCC(=O)N2CCN(c3ccc(OC)cc3)CC2)sc1C	6	-1	3.7	2	13	-2	90	-1	-12	-7
30	COc1ccc(C(=O)NCCCCNC(=O)c2ccc(OC)c(OC)c2)cc1OC	0	-1	2.9	3	-1	8	100	4	3	-5

# The list goes on, starting with the last 2 of the part before.
cpd	SMILES	Exocytosis inh	N-glyco inh	MC4R ag barr	ABHD5-PLIN5 inh	PDI inh	MC4R antag cAMP	ABCB6 inh 2	m5-HT2A agonist	H9c2 protect	CaV13 ICDI inh
29	CCCc1cc(C(=O)OCC(=O)N2CCN(c3ccc(OC)cc3)CC2)sc1C	6	-1	3.7	2	13	-2	90	-1	-12	-7
30	COc1ccc(C(=O)NCCCCNC(=O)c2ccc(OC)c(OC)c2)cc1OC	0	-1	2.9	3	-1	8	100	4	3	-5
31	Cn1cnnc1Sc1ccc(C(=O)OCC(=O)NCC(F)(F)F)cc1[N+](=O)[O-]	-4	2	-1.4	-1	-1	4	90	2	-4	2
32	Cc1ccc(NC(=O)c2ccc(S(=O)(=O)NCc3cccnc3)cc2)cc1C	-6	1	-0.5	-8	7	6	93	-7	2	-4
33	O=C(c1ccoc1)N1CCN(c2cc(-c3ccco3)nc3cc(-c4ccccc4)nn23)CC1	-3	-2	-1.1	11	-7	13	99	-5	45	-6
34	CSCCOC(=O)C1=C(C)NC(=O)CC1c1ccccc1Cl (centres undefined)	0	-7	2.5	12	-3	12	99	4	-19	0
35	C/C(=N\NC(=O)c1cccc(Br)c1)c1cccc(NC(=O)c2ccc(C)o2)c1	5	0	0.3	-2	3	4	95	-5	0	-3
36	Cc1c(C)[n+](=O)c(-c2ccc(Br)cc2)c(C)n1[O-]	3	1	0.5	2	0	17	101	0	13	-21
37	C1=C(CCNc2ncnc3c2cnn3-c2ccccc2)CCCC1	-1	1	4.8	0	19	-4	94	3	-13	-1
38	CCOc1cc(/C=C2/N=C(c3ccc4c(c3)OCO4)OC2=O)ccc1OC(C)=O	7	4	-0.2	4	0	21	98	-5	2	-5
39	COc1ccc(NC(=O)c2nc[nH]c2C(=O)N[C@@H](C)c2ccccc2)cc1	14	1	-0.5	5	-3	4	92	-4	-7	-9
40	CC(=O)Nc1ccc(S(=O)(=O)N(C)c2ccc(OCC(=O)NCCc3ccccc3F)cc2)cc1	0	-1	-0.6	-2	5	5	91	0	4	-2
41	CCCCn1c(N)c(N(CC(C)C)C(=O)CSc2ccc3c(c2)OCCO3)c(=O)[nH]c1=O	-1	3	0.0	-17	-6	15	107	-11	9	-4
42	COc1ccc(C(=O)NC(=S)N2CCCCC2)cc1	-1	-1	0.7	7	8	-5	88	3	4	-6
43	CCCN(CCC)c1c([N+](=O)[O-])c(=O)oc2ccccc12	0	2	-0.8	5	-1	7	96	3	4	-4
44	CC(C)c1nc(SCC(=O)NC2CCCC2)c2c(=O)n(C)c(=O)n(C)c2n1	-4	1	-1.0	11	9	1	94	0	7	-6
45	O=C(CC1SC(N2CCOCC2)=NC1=O)Nc1ccc(Cl)c(C(F)(F)F)c1 (centres undefined)	2	1	-0.6	2	4	11	96	-13	-8	-5
46	O=C(NN1C(=O)C2C3C=CC(C4CC34)C2C1=O)c1cccc(Cl)c1 (centres undefined)	-6	3	-2.4	-5	-2	8	94	1	3	-3
47	CCOC(=O)c1sc(NC(=O)CSc2nccc(C)n2)c(C#N)c1C	-1	0	-2.0	-7	11	-3	100	-1	-6	-2
48	CCOc1ccc(C(=O)CSc2nnc3ccccn23)cc1	-2	-6	-2.7	-6	-1	10	102	2	1	/
49	Cc1ccc(-c2csc(NC(=O)C3CCN(S(=O)(=O)c4cccs4)CC3)n2)cc1	2	-3	-1.4	-5	8	15	84	-2	-2	-6
50	CCOc1cc(NC(=S)NCc2ccccc2)c(OCC)cc1NC(=O)C(C)C	10	0	0.2	3	-3	-1	94	-2	5	-20
51	O=C(O)c1cccc(-n2nnnc2SCc2ccccn2)c1	-3	-1	-1.4	6	-7	9	108	1	0	-5
52	CN(Cc1cccc(F)c1)C(=O)c1ccc(S(=O)(=O)N2CCCCCC2)cc1	-3	-4	-0.7	6	6	12	99	-5	-11	-6
53	O=C(c1ccco1)N1CCC(c2nc3ccccc3[nH]2)CC1	-1	-1	-3.4	6	-2	0	96	3	3	-5
54	Cc1cc(S(=O)(=O)N2CCc3ccccc3C2)ccc1F	-2	-4	-0.9	3	28	11	96	6	-4	-5
55	N/C(=N\OC(=O)COc1ccc2ccccc2c1Br)c1ccccn1	1	0	-0.1	-7	-1	13	99	-3	-3	-6
56	CCN1CCN(c2ccccc2NC(=O)C(C)Oc2ccc(C(C)=O)cc2)CC1 (centres undefined)	-3	1	-0.4	0	-6	6	99	-3	7	-5
57	CNC(=O)c1ccsc1NC(=O)CN1C(=O)CCC1=O	2	2	0.4	-3	8	5	100	2	10	-6
58	CC1=C(C(=O)N2CCOCC2)CC(CC(=O)NC2CCCC2)C(=O)N1Cc1ccc(C(C)(C)C)cc1 (centres undefined)	0	3	1.3	-5	-1	12	99	1	4	-5
59	COc1cc(CC(=O)NCC2COc3ccccc3O2)cc(OC)c1OC (centres undefined)	-1	2	-1.9	-6	-3	7	100	1	1	-3
60	CN1CCCC(C(=O)C(C#N)c2ccccc2)C1 (centres undefined)	-3	2	0.2	1	0	4	94	7	-6	-5

# (further entries)
cpd	SMILES	Exocytosis inh	N-glyco inh	MC4R ag barr	ABHD5-PLIN5 inh	PDI inh	MC4R antag cAMP	ABCB6 inh 2	m5-HT2A agonist	H9c2 protect	CaV13 ICDI inh
61	Fc1ccccc1/C=N/Nc1cc(N2CCCCC2)ncn1	3	-14	12*	1	-5	-4	102	3	-11	-19
62	Cc1cc(OC(C)C(=O)NCCCN2CCOCC2)c2c(C)c(C)c(=O)oc2c1 (centres undefined)	0	6	-2.4	3	9	6	100	-3	3	-4
63	COc1ccc(/C=C2\N=C3CCCN3C2=O)cc1	0	-1	-1.2	4	8	-13	95	6	2	-6
64	COc1ccc(OC(=O)c2cnn(-c3ccccc3)c2C)cc1	-7	-3	2.4	-7	3	4	106	0	-9	/
65	CCCC(=O)Nc1ccc2c(c1)nc(CCN1CCC(C)CC1)n2C	-2	-2	-1.0	5	-3	10	104	-4	1	-7
66	COCC(C)n1c(SCC(=O)NC(=O)Cc2ccccc2)nc2ccccc2c1=O (centres undefined)	-1	5	-1.2	2	4	-5	93	9	0	-2
67	CCOc1cc(C2C(C#N)=C(N)Oc3cc(N)ccc32)ccc1O (centres undefined)	-10	-1	-0.3	-3	8	6	108	0	13	-18
68	O=C(c1ccco1)N1CCN(Cc2nnc(-c3ccccc3F)o2)CC1	16	3	1.5	-3	4	3	94	-2	2	-2
69	NC(=O)c1ccc(NC(=O)COC(=O)c2ccc([N+](=O)[O-])cc2)cc1	-2	0	-0.3	1	9	21	95	9	-11	-7

# Screening results (PubChem BioAssay)
